# BRCA1 expr act – increases BRCA1 expression; MCF7-BRCA1-FFLuc reporter, luminescence, 48 h; response scale: scaled: vehicle 0%, 10 µM genistein 100%; Potency, µM (highest dose often 46.1 µM), inactives show at the highest dose activation, hits mostly activators; 380,000 compounds, 1.1% hits; AID 624202; active means well fitted activation curve with a large enough effect; inconclusive means small, poorly fitted or top-dose-only effect; inactive means no such curve, though single readings can be large or run the other way; further: nearly all actives have a fitted effect of over 80% in size; some results filed as inactive show a strong effect at the top dose
#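 First, MCF7-BRCA1-FFLuc cells (2000/well) attach for 2 h; next, compounds are pin-added and incubated 48 h at 37 °C; finally, luciferase reagent is added and luminescence read after 15 min.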
# * = called active by the depositor; u = inconclusive. Potency means the concentration at half of the fitted maximal effect. Not all compounds are listed; the hit share may differ from the screen's.
SMILES,BRCA1 expr act
CC(C)CC(N)c1csc(Nc2ccc(C(=O)c3ccccc3)cc2)n1 (stereo not drawn),-19%
Cc1ccc(NC(=O)c2cc(S(=O)(=O)NCC3CCCO3)ccc2F)cc1 (stereo not drawn),2%
CN(C)c1ncnc2c1ncn2[C@H]1CN(Cc2ccncc2)C[C@@H](CO)O1,1%
O=C(Nc1ccccc1)c1ccc(-n2nncc2-c2ccccc2)cc1,15%
O=C(Nc1cccnc1Cl)c1cnn2c1NC(=C1CC1)C=C2C(F)F,4%
CCCCOCCCNC(=O)C[C@@H]1C[C@@]2(C(=O)OC)CCCCC=C2N(Cc2ccccc2)C1=O,-6%
Cc1cc(F)cc(-c2cc(C(=O)NCC3CCCCC3)[nH]n2)c1,12%
CCOC(=O)CCCC(=O)N1CCN(/[N+]([O-])=N/Oc2ccc([N+](=O)[O-])cc2[N+](=O)[O-])CC1,-3%
C=CCOc1ccc(C[C@H](N)C(=O)NC[C@H]2O[C@@H](n3ccc(N)nc3=O)[C@H](O)[C@@H]2O)cc1,16%
COc1ccc(CN2C(=O)CCCC2(C)c2nc3ccccc3[nH]2)cc1 (stereo not drawn),20%
c1ccc(-c2nn3c(-c4ccccc4)nnc3o2)cc1,-26%
O=C1CC(c2ccco2)CC2=C1C(c1ccncc1)n1nc(C(F)(F)F)nc1N2 (stereo not drawn),0%
COc1ccc(NC(=O)c2cc(-c3cc(F)ccc3OC(C)C)n[nH]2)c(OC)c1,-35%
CC1(C)CC(=O)c2cc(C(=O)NCc3ccccc3)c(=O)[nH]c2C1,0%
CCc1c(O)nc(SCC(=O)Nc2c(C)cccc2C)n(-c2ccc(F)cc2)c1=O,4%
CC(=O)Nc1cc(-c2ccc(F)cc2)cn2c(-c3ccc(F)c(Cl)c3)cnc12,-3%
O=C(Nc1ccccc1F)c1csc(COCCO)n1,13%
Clc1ccc(-c2cccc3nccn23)c(Cl)c1,2%
COCCNC(=O)C1(C)CCCN(C(=O)c2cccc(Cl)c2)C1 (stereo not drawn),16%
Nn1c(SCC(=O)N2CCCC2)nnc1C1CCCCC1,0%
CN(CCCn1ccc(N)nc1=O)Cc1ccco1,15%
CS(=O)(=O)c1ccc(C(=O)OCC(=O)N2CCCC2)cc1[N+](=O)[O-],-45%
CCN1C(=O)[C@H]2[C@@H](c3ccc(C)cc3)N[C@]3(CCCN(Cc4ccc(C)cc4)C3=O)[C@H]2C1=O,35%
CC1(C)CC2(C)OC2C2(C1)N=NC(=Nc1ccccc1)O2 (stereo not drawn),-16%
Cc1cc(CN(Nc2ccccc2)c2ccccc2)cc(C)n1,5%
CC(=O)OC[C@@H]1CN(Cc2cccc(C(F)(F)F)c2)C[C@H](n2cnc3c(N4CCOCC4)ncnc32)O1,-6%
Cc1ccc(-c2nc3cc(Cl)ccc3o2)cc1NC(=O)COc1ccccc1C,2%
CC1=C(C(=O)N2CCOCC2)CC(CC(=O)NCc2ccco2)C(=O)N1Cc1ccc(F)cc1 (stereo not drawn),0%
CC(C)CN(C(=O)COC(=O)CCSc1ccc(Cl)cc1)c1c(N)n(Cc2ccccc2)c(=O)[nH]c1=O,-74%
Cc1c(C(=O)NCc2cccc(Cl)c2)sc(=O)n1Cc1ccc(F)cc1,-14%
COC(=O)C[C@@H]1C[C@@H]2c3cc(NC(=O)Cc4ccncc4)ccc3O[C@@H]2[C@@H](CO)O1,0%
COc1ccc(CNC(=O)Nc2nnc([C@@H]3C[C@H](O)[C@@H](CO)O3)s2)cc1,9%
CN(Cc1ccccc1)C(CNS(=O)(=O)c1ccccc1)c1ccccc1 (stereo not drawn),-34%
N#Cc1ccc(-c2nc3ccc(Cl)cn3c2Cc2ccccc2C(F)(F)F)cc1,17%
CCCCNS(=O)(=O)c1cccc(NC(=O)[C@@H]2O[C@H](CO)[C@H](O)[C@H](O)[C@H]2O)c1,0%
COc1ccc(CCNC(=O)Nc2nnc([C@@H]3C[C@H](O)[C@@H](CO)O3)s2)cc1OC,28%
COc1ccccc1C(NC(=O)C1CCN(CCOc2ccccc2)CC1)c1ccccn1 (stereo not drawn),16%
O=C(CCl)NC1(C(=O)O)CCCC1,0%
CCNc1nc(C#N)nc(N2CCCCC2)n1,-44%
Cc1cccc(C)c1Nc1n[nH]c(=S)s1,1%
COCCN(C(=O)CSc1nnc(-c2cccc(Cl)c2)n1N)c1c(N)n(CC(C)C)c(=O)[nH]c1=O,-5%
O=[N+]([O-])c1cc(Br)c2c(c1)CCN2,13%
Cc1ccc(F)c(S(=O)(=O)NC(=O)C2(C)CCN2C(=O)Cc2cccc3ccccc23)c1 (stereo not drawn),0%
Oc1ccc(Br)cc1C1C=C(c2ccc3c(c2)OCO3)NC(c2c(F)cccc2Cl)N1 (stereo not drawn),-28%
NC(=O)c1cccc(-c2ccnc3c2CC(C(=O)NCCC(F)(F)F)O3)c1 (stereo not drawn),-9%
CCCN(C)C[C@@H]1Oc2ncc(Br)cc2C(=O)N([C@@H](C)CO)C[C@H]1C,-1%
COc1ccc(CSC2=C(C#N)C(=O)NC3(CCCCC3)S2)cc1,u
Cc1ccc(S(=O)(=O)Nc2nc(CN3CCOCC3)nc3sc(C(=O)O)c(C)c23)cc1,0%
COc1cccc(C(NC(C)=O)c2nc(-c3cccc(C(F)(F)F)c3)cs2)c1 (stereo not drawn),-25%
O=S(=O)(N1CCN(c2nc(-c3cccs3)nc3ccccc23)CC1)C(F)(F)F,6%

# Remaining list, next part:
SMILES,BRCA1 expr act
COCCNC(=O)C1CCCN(C(=O)c2cc(-c3ccccc3)cs2)CC1 (stereo not drawn),59%
COc1ccc(-c2csc(NC(=O)CS(=O)(=O)c3ccccc3)n2)cc1OC,5%
C[C@@H](CO)NC(=O)c1[nH]cnc1C(=O)Nc1ccc(CNC(=O)OC(C)(C)C)cc1,-8%
CC1(C(=O)NCCC(F)(F)F)Cc2c(-c3ccccc3)ccnc2O1 (stereo not drawn),-24%
CN(C)c1ccc(-c2ccnc3c2CC(C)(C(=O)Nc2ccc(F)c(Cl)c2)O3)cc1 (stereo not drawn),5%
CN(Cc1ccccc1)C(=O)c1csc([C@@H]2O[C@H](CO)[C@H](O)[C@H](O)[C@H]2O)n1,1%
O=C(NC(c1ccc(Cl)cc1)c1cccnc1)C1CCN(CCOc2ccc(Cl)cc2Cl)CC1 (stereo not drawn),-14%
O=[N+]([O-])c1ccc(/C=C2\C=Cc3ccccc32)cc1,42%
COc1ccc(NC(=O)N(C)[C@H]2C[C@H]3c4[nH]c5ccc(-c6cccc(C)c6)cc5c4CCN3C[C@H]2[C@H](C)O)cc1,-70%
c1ccc(NN(Cc2ccncc2)c2ccccc2)cc1,1%
C(=C\c1ccnc2ccccc12)/c1cc2c3c(c1)CCCN3CCC2,-39%
COC(=O)c1ccc2nc(-c3cccc(Br)c3)c(Cc3ccccc3)n2c1,-4%
COc1ccc(C(=O)N/C(=C\c2cn(S(=O)(=O)N(C)C)c3ccccc23)C(=O)N2CCN(C)CC2)cc1OC,-14%
CCNc1ccc(S(=O)(=O)N2CCOCC2)cc1NCC(=O)Nc1cccc(Br)c1,-26%
O=C(Nc1cccc2c1CCCC2)c1cc(C2CCCCN2C(=O)CCCc2ccccc2)on1 (stereo not drawn),-18%
CSc1nc(COC(=O)NC(C)C)c(COC(=O)NC(C)C)n1Cc1ccccc1,7%
COc1cc(-c2cnc3c(NC(C)=O)cc(-c4ccc(N5CCN(C)CC5)cc4)cn23)cc(OC)c1OC,-17%
CCOC(=O)C1CCCN(C(=O)c2cc(-c3cccs3)oc2C)CC1 (stereo not drawn),18%
CCOC1CCCc2oc(-c3ccc(N(C)C)cc3)c(C(=O)OC)c21 (stereo not drawn),-27%
COc1cccc(-c2cc3nc(NCc4ccc5occc5c4)n(C)c(=O)c3s2)c1,2%
CC(=O)c1ccc(Nc2nc(C(N)C3CCCCC3)cs2)cc1 (stereo not drawn),-2%
CCCCCCn1c(=O)n2n(c1=O)[C@@H]1CN(S(=O)(=O)c3ccc(C)cc3)C[C@]1(O)[C@@H](OC(=O)NCc1ccc(OC)c(OC)c1)C2,-36%
CCCCNC(=O)c1cc2nc(-c3ccc(OC)cc3)cc(C(F)(F)F)n2n1,-12%
CCC(CC)C(=O)N(C)c1c(C)nc2c(OCc3ccc(F)c(F)c3)cccn12,0%
Cn1cnc(S(=O)(=O)N2CCCCC2c2cc(C(=O)Nc3ccccc3Cl)no2)c1 (stereo not drawn),12%
CNc1cncc(-c2cccc(C(=O)N(C)C)c2)n1,15%
CN(CC(=O)Nc1ccc(F)c(F)c1F)C(=O)CCN1C(=O)C2CC=CCC2C1=O (stereo not drawn),-1%
NC(Cc1ccc(C(F)(F)F)cc1)c1csc(Nc2nncc3ccccc23)n1 (stereo not drawn),-69%
CN1CCN(C(=O)c2cccc(-c3ccc4nncn4c3)c2)CC1,-4%
NC(=O)C(NN=C(c1ccccc1)c1ccccc1)c1ccccc1 (stereo not drawn),3%
O=C(CNS(=O)(=O)Cc1ccccc1)NNc1ccccc1,-16%
CN(C)CCN1CCN(C2CN(C3CCCC3)S(=O)(=O)C2)CC1 (stereo not drawn),-5%
CCC1OC(C2CC2)CC2=C1C(=O)OC(C)(C)O2 (stereo not drawn),8%
CCCCC1Cc2[nH][nH]c(=O)c2C(c2ccc(Cl)cc2)O1 (stereo not drawn),14%
CCOC1=C2[C@@H](CN(S(=O)(=O)c3ccc(C)cc3)[C@H]2c2cccc3ccccc23)[C@H]2C(=O)NC(=O)[C@H]2C1,-30%
C[C@@H]1CN([C@H](C)CO)C(=O)CCCn2nncc2CO[C@@H]1CN(C)C(=O)Nc1ccnc(N2CCOCC2)c1,2%
N#Cc1cnn(-c2ccc([N+](=O)[O-])cc2[N+](=O)[O-])c1N,-34%
Cc1ccc(CN2CCCC2(C)C(=O)NC(C)C)cc1 (stereo not drawn),0%
Cn1nc(C(C)(C)C)cc1N1C(=O)CCC1(C)C(=O)Nc1ccc2ccccc2c1 (stereo not drawn),9%
O=C(COc1ccccc1C(=O)OCC(=O)N1CCOCC1)Nc1ccc(Br)cc1,53%
COc1cc(OC)nc(Nc2nc(CN)cs2)n1,0%
COc1cccc(S(=O)(=O)N(C)C[C@@H]2Oc3cc(Br)ccc3S(=O)(=O)N([C@@H](C)CO)C[C@@H]2C)c1,-13%
NC(CCc1ccccc1)c1csc(Nc2ccc(C(F)(F)F)cn2)n1 (stereo not drawn),-61%
Cc1cc(C)n2c(NC3CCCCC3)c(CC(C)C)nc2n1,-7%
COc1ccc(NC(=O)C[C@H]2C(=O)N(C3CCCCC3)C[C@@H]2c2ccc(OC)cc2)cc1,-9%
COc1ccc(COC[B-](F)(F)F)cc1,-2%
CC1=C(C(=O)N2CCOCC2)CC(CC(=O)NCCN2CCOCC2)C(=O)N1Cc1ccc(C(C)(C)C)cc1 (stereo not drawn),15%
C[C@@H](c1ccccc1)N1C[C@@H](COCc2ccccc2)Oc2cc(N3CC[C@H](N(C)C)C3)ccc2S1(=O)=O,11%
O=C(COC(=O)c1ccccc1OCCOc1ccccc1)Nc1ccc(Br)cc1,110%
O=C(O)CC1NC(=S)N(Cc2ccccc2)C1=O (stereo not drawn),-30%

# Next entries:
SMILES,BRCA1 expr act
COC(=O)c1ccc(CN2C(=O)C(C)ON=C2c2ncccc2C)o1 (stereo not drawn),4%
CN(C)c1ccc(CN2CCC(C(=O)NC(c3ccc(Cl)cc3)c3cnccn3)CC2)cc1 (stereo not drawn),-7%
COC(=O)[C@]12CCCCC=C1N(CCC1=CCCCC1)C(=O)[C@H](CC(=O)NCc1cccs1)C2,-27%
COc1cccc(-c2cnc3c(NC(C)=O)cc(-c4cc(OC)c(OC)c(OC)c4)cn23)c1,-48%
COCCn1c(C)cc(C(=O)CSc2nc(C)nc3sc4c(c23)CCC4)c1C,-26%
CCNC(=O)C1(C)CCN(C(=O)c2ccccc2F)C1 (stereo not drawn),6%
COc1ccc(Br)c(Cn2c(C)c(C(=O)NCc3ccccc3C(F)(F)F)sc2=O)c1,-10%
CNc1ccc(-c2ccccc2CO)cn1,2%
CC(C)C[C@@H](COCc1cccc(C(F)(F)F)c1)N1CCN(C(=O)c2ccc(C(F)(F)F)cc2)CCC1=O,-47%
COc1ccc(C(C#N)=Cc2ccc(N(C)CCC#N)cc2)cc1,86%
CCOc1ccc(Cl)cc1-c1cc(C(=O)Nc2ccc(OC)cc2OC)[nH]n1,-19%
NC(c1csc(Nc2nncc3ccccc23)n1)C1CCCCC1 (stereo not drawn),-17%
O=C1NC[C@H](CCCCN2CCN(CCc3ccccc3)C(=O)C2=O)N(Cc2ccccc2)C1=O,7%
COCCCN1C(=O)C(CC(=O)NCCN2CCOCC2)CC(C(=O)N(C(C)C)C(C)C)=C1C (stereo not drawn),18%

# Compound activity (PubChem)
